From PubChem
E coli WT exp: blocks growth of wild type E. coli BW25113 | OD600 absorbance | growth inhibition, % at 100 µM | 98,000 compounds, 0.15% hits;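 active = growth inhibition above about 50% at one test dose, limit read from the data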;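 also: growth measured after 20 h incubation at 37 °C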
PTK2B oligo ant: blocks oligomerization of human Pyk2 in cells; Q293 cells, Pyk2 FERM NanoBiT luminescence; stronger effect = lower value; z-score (the deposit names both 25 µM and 10 µM); 99,000 compounds, 0.83% hits; AID 1347419;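 active = Z-score of -3 or lower, scaled per plate to the spread of control and sample wells; inactive = z-score above -3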;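 also: negative z-score means lost luminescence so less FERM oligomerization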
PostGolgi yeast: growth inhibition of a yeast mutant, post-Golgi transport screen; 98,000 compounds, 0.9% hits; post-Golgi transport phenotypic cell assay; inhibition, % at 10 µM; in the data active = inhibition above about 30%;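 also: yeast cells grown in 1536-well plates; yeast grown about 18 h at 30C before absorbance read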
CYP2C19 act: increases human CYP2C19 enzyme activity; recombinant CYP2C19, luciferin-H EGE luminescence; stronger effect = higher value; 0 = fully inhibited enzyme, 1 = untreated enzyme; 96,000 tested, under 10 active; P33261; activation factor at 5 µM;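 active = activation factor of at least 2 at 5 µM in the primary screen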;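 also: 0 = wells with 2.5 mM tranylcypromine and 1 = vehicle-only wells; values of inactives mirror those of a sister screen read the other way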
Target sequence (P33261 whole entry, looked up): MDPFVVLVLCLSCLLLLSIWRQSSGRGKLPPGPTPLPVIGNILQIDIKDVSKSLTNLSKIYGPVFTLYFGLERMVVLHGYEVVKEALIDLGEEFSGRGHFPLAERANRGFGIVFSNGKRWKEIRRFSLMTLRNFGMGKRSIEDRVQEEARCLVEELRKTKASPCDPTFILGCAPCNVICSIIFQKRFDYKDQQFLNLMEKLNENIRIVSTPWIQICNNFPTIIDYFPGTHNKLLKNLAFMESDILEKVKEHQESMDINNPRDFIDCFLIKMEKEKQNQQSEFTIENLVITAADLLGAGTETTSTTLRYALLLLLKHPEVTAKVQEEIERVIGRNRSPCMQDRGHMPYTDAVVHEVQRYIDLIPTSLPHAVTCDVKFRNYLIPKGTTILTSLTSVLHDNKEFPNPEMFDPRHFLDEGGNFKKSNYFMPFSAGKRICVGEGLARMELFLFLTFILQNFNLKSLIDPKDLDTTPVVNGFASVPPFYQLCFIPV
CYP2C9 inhib: human CYP2C9 inhibition. inhibition, % at 5 µM. AID 777. CYP2C9 Supersomes, luciferin-H conversion, luminescence. 96,000 compounds, 20% hits. P11712;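 active = blocking of liver enzyme CYP2C9 beyond about 50% at 5 µM, limit read from the data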; also: values of inactives mirror those of a sister screen read the other way
Target sequence (P11712 whole entry, looked up): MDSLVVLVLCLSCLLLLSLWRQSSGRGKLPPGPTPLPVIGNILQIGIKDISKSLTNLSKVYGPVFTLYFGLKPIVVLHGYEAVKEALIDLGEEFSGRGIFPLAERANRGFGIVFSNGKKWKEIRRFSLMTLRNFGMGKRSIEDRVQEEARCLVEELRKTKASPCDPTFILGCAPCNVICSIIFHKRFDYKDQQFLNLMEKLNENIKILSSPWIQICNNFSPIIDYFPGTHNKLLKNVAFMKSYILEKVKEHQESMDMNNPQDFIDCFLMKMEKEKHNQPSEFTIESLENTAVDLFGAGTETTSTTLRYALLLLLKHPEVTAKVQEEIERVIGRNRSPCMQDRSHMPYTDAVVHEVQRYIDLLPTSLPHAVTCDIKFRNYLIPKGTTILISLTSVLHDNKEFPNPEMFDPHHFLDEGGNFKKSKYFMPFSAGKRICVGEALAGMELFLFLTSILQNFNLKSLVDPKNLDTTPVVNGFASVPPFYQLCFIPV
PLAP act: activates human placental alkaline phosphatase; P05187; purified PLAP enzyme, luminescent substrate read-out; stronger effect = higher value; activation fold at 20 µM; 96,000 compounds, 1.2% hits; in the data active = activation fold above about 2
EphB4 antag: EphB4-ephrin-B2 interaction antagonism; EphB4 LBD / TNYL-RAW-Alexa532 peptide, fluorescence polarization; inhibition, % at 7 µM; 97,000 compounds, 0.15% hits;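 active = inhibition above the screen-wide mean inhibition plus 3 SD, cut at about 15% in these data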;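 also: 0% = DMSO wells and 100% = excess unlabeled TNYL-RAW peptide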
CYP2C9 activ: CYP2C9 (human) activation | activation factor at 5 µM | recombinant CYP2C9, luciferin-H conversion, luminescence; stronger effect = higher value; factor 1 = untreated enzyme, 0 = blocked | 96,000 compounds, 1.4% hits;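 active = activation factor of 2 or more for CYP2C9 at a 5 µM dose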;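 also: 0 = sulfaphenazole-blocked wells and 1 = vehicle-only wells; values of inactives mirror those of a sister screen read the other way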
CYP2C19 inh: blocks human cytochrome P450 2C19; P33261; CYP2C19 Supersomes, luciferin-H EGE luminescence, 30 min; inhibition, % at 5 µM; 96,000 compounds, 21% hits;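 active = CYP2C19 inhibition above a set limit at 5 µM in the primary screen, cut at about 50% in these data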;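 also: plate controls were negative control wells for no effect and 2.5 mM tranylcypromine positive control for full effect; values of inactives mirror those of a sister screen read the other way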
* = called active by the depositor; / = not tested or not shown.

SMILES | E coli WT exp | PTK2B oligo ant | PostGolgi yeast | CYP2C19 act | CYP2C9 inhib | PLAP act | EphB4 antag | CYP2C9 activ | CYP2C19 inh
c1ccc(Cc2nnc3sc(-c4cccs4)nn23)cc1 | -3 | -0.06 | 16 | 0.4 | 55* | 0.7 | 3 | 0.5 | 60*
CC(C)CC(=O)NC(=S)NCCc1ccccc1 | 2 | -1.1 | 3 | 0.7 | 36 | 0.8 | 16* | 0.6 | 34
CCCCn1c(-c2nn(C)cc2Cl)n[nH]c1=S | 5 | 0.26 | 7 | 0.5 | 21 | 1.1 | -5 | 0.8 | 52*
CCOC(=O)c1[nH]c(COC(=O)CCOc2ccccc2OC)c(C(=O)OCC)c1C | 1 | -0.16 | -1 | 1 | 11 | 1.2 | -1 | 0.9 | 1
CCOC(=O)C1CCN(S(=O)(=O)c2cccc(-c3cn4cc(C)ccc4n3)c2)CC1 | 1 | 0 | -2 | 0.5 | 30 | 1 | 2 | 0.7 | 52*
Cc1ccccc1C(=O)c1c[nH]c(C(=O)NCC2CCCO2)c1 (stereo not drawn) | 3 | 1.9 | 2 | 0.9 | 9 | 1.1 | -3 | 0.9 | 9
O=C(NCCCCO)C(F)(F)C(F)(F)C(F)(F)C(=O)NCCCCO | -3 | -0.42 | 8 | 0.9 | -25 | 1.1 | -2 | 1.2 | 9
O=c1c2ccccc2nc(SCc2nc3ccccc3s2)n1Cc1ccco1 | -16 | 1.4 | 5 | 0.8 | 55* | 1.3 | -3 | 0.5 | 16
C=CCN=C(NC#N)SCc1ccccc1Cl | 4 | -0.95 | 1 | 0.1 | 20 | 0.8 | 7 | 0.8 | 89*
Cc1cc(N(CN2CCCC2=O)C(=O)c2ccccc2)no1 | 0 | 0.36 | -7 | 1 | 8 | 1 | 1 | 0.9 | 3
Cc1cccc(N=C2NC(=O)CS2)c1 | -4 | -0.4 | -7 | 1.2 | -9 | 1.2 | -7 | 1.1 | -18
Cn1nc(OC(=O)Nc2cccc(Cl)c2)cc1C(F)(F)F | 6 | 0.06 | 3 | 1.1 | 23 | 1 | -7 | 0.8 | -6
Cc1cc(C)n(C2=NS(=O)(=O)c3ccccc32)n1 | -3 | 0.46 | 7 | 1.1 | -17 | 1.1 | -5 | 1.2 | -6
Cc1cc(C)c(S(=O)(=O)NCCC2CCCN2C)c(C)c1 (stereo not drawn) | 2 | 0.74 | -1 | 1 | -13 | 1.2 | -3 | 1.1 | 2
CCOc1ccccc1C1C2C(=O)N(c3ccccc3)C(=O)C2ON1c1ccccc1 (stereo not drawn) | 9 | 1.3 | 0 | 0.8 | 51* | 1.5 | 10 | 0.5 | 21
COc1cc(C(=O)NC(=S)NCc2ccco2)cc(OC)c1OC | 0 | 0.39 | -9 | 0.7 | 19 | 1 | 2 | 0.8 | 28
Cc1cc(C2C(C#N)=C(N)SC(N)=C2C#N)c(C)s1 | 6 | 0.33 | 9 | 0.1 | 2 | 1.6 | -5 | 1 | 92*
OC(CNCC1CCCO1)Cn1c2ccccc2c2ccccc21 (stereo not drawn) | -7 | -0.38 | -4 | 0.9 | 4 | 1.2 | -1 | 1 | 8
Cc1ccccc1NC(=O)NCC1CCCO1 (stereo not drawn) | 5 | 1.3 | 6 | 1 | -6 | 0.9 | 0 | 1.1 | 1
Cc1n[nH]c(=S)n1/N=C/c1ccc(OCc2ccc(Cl)cc2)cc1 | -2 | 1.4 | -18 | 1.2 | -10 | 1 | -3 | 1.1 | -16
CC1(C)CC(=O)C=C(Nc2ccc(S(N)(=O)=O)cc2)C1 | 7 | 1.6 | 0 | 1.1 | 26 | 0.9 | -2 | 0.7 | -6
CCOC(=O)c1ccc(N=c2sc(C(=O)OC)cc(=O)n2CCCN2CCOCC2)cc1 | -1 | / | -9 | 0.6 | 27 | 1.5 | 3 | 0.7 | 38
CN(C)CCN1C(=O)c2oc3ccc(Cl)cc3c(=O)c2C1c1cccc(Br)c1 (stereo not drawn) | 5 | 0.47 | 4 | 0.9 | 28 | 1.6 | 4 | 0.7 | 7
Cc1occc1C(=O)Nc1cccc(C(=O)NCc2ccccc2)c1 | 3 | 0.44 | -2 | 0.3 | 93* | 1 | 4 | 0.1 | 68*
Cc1ccc(S(=O)(=O)N2c3ccccc3NC(=O)C2CC(=O)Nc2ccccc2)cc1 (stereo not drawn) | -2 | 0.24 | 4 | 0.4 | 89* | 1.2 | -6 | 0.1 | 57*

3 structures already listed, ordered by length of the SMILES, low to high:
SMILES | E coli WT exp | PTK2B oligo ant | PostGolgi yeast | CYP2C19 act | CYP2C9 inhib | PLAP act | EphB4 antag | CYP2C9 activ | CYP2C19 inh
Cc1cccc(N=C2NC(=O)CS2)c1 | -4 | -0.4 | -7 | 1.2 | -9 | 1.2 | -7 | 1.1 | -18
CCCCn1c(-c2nn(C)cc2Cl)n[nH]c1=S | 5 | 0.26 | 7 | 0.5 | 21 | 1.1 | -5 | 0.8 | 52*
OC(CNCC1CCCO1)Cn1c2ccccc2c2ccccc21 (stereo not drawn) | -7 | -0.38 | -4 | 0.9 | 4 | 1.2 | -1 | 1 | 8

The list continues.
SMILES | E coli WT exp | PTK2B oligo ant | PostGolgi yeast | CYP2C19 act | CYP2C9 inhib | PLAP act | EphB4 antag | CYP2C9 activ | CYP2C19 inh
Cc1ccc(S(=O)(=O)Cc2nc3ccccc3c(=O)[nH]2)cc1 | 0 | -0.07 | 4 | 0.2 | 24 | 0.9 | 2 | 0.8 | 85*
CCOC(=O)N1CCC(NC(=O)c2cc(S(=O)(=O)N(CC)CC)ccc2F)CC1 | 1 | 0.67 | 18 | 0.8 | 43 | 1.6 | -1 | 0.6 | 15
CC(=O)c1cccc(NC(=O)N2CCc3ccccc3C2)c1 | 1 | -0.39 | -3 | 0.3 | 56* | 1 | 0 | 0.4 | 68*
CC(C)CC(NC(=O)C1CCC(C)CC1)C(=O)Nc1cccnc1 (stereo not drawn) | 8 | 0.6 | 3 | 0.9 | -5 | 1.1 | / | 1.1 | 7
CC(C)NC(=O)c1cc2cc(Br)ccc2oc1=O | 0 | -0.18 | -6 | 0.4 | 50* | 1.6 | -8 | 0.5 | 61*
COc1ccc(C(=O)CSc2nc(C)cc(=O)[nH]2)cc1 | 2 | 0.07 | -7 | 1 | 2 | 1 | / | 1 | 2
CCCCn1c(=O)c(C(=O)OCC)c(O)c2ccccc21 | 4 | 0.21 | -8 | 1 | 0 | 1.3 | -3 | 1 | 0
CC(=O)C1C(c2cn(-c3ccccc3)nc2-c2cccs2)NC(=O)NC1(O)C(F)(F)F (stereo not drawn) | -1 | / | 2 | 0.7 | 16 | 1.2 | -7 | 0.8 | 34
CCOC(=O)c1ccc(N2Cc3ccccc3C2=N)cc1 | -2 | -0.05 | -3 | 0.6 | 85* | 0.8 | 1 | 0.2 | 42
Cc1ccc(C)c(NC(=O)Cn2nc(C)c3ccccc3c2=O)c1 | / | 0.11 | / | 0.9 | 1 | 0.8 | / | 1 | 14
COc1ccccc1N1CCN(C(=O)c2cc(-c3ccc4c(c3)OCO4)on2)CC1 | -2 | 0.68 | -8 | 1 | 2 | 0.9 | 4 | 1 | 2
COc1ccc(-c2nnc3c4ccccc4c(C)nn23)cc1S(=O)(=O)N1CCN(CCO)CC1 | 0 | -0.25 | -2 | / | / | / | -4 | / | /
Cc1cc(C)c(NC(=O)c2ccccc2CCc2ccccc2)c(C)c1 | -11 | -0.2 | 0 | 0.9 | 39 | 0.9 | 3 | 0.6 | 7
Cc1ccc(C(=O)NC2CCCCC2)cc1 | 7 | -0.13 | 2 | 0.9 | -5 | 1.1 | 6 | 1 | 14
O=C1c2cnc3nc(SCc4ccc(Cl)cc4)nn3c2CC2c3ccccc3CCN12 (stereo not drawn) | -6 | 1.6 | 18 | 1 | 51* | 1.5 | 1 | 0.5 | -4
COC(=O)c1sccc1NC(=O)c1csc(C)c1 | 3 | -0.52 | 8 | 0.5 | 10 | 0.9 | 5 | 0.9 | 47
COc1ccc(N2C(=O)C(Cl)=C(N3CCCC(C)C3)C2=O)cc1 (stereo not drawn) | 5 | 1.1 | -5 | 0.2 | 85* | 0.9 | -1 | 0.2 | 84*
Cc1ccc(-c2nnc(SCC(=O)N3CCCc4ccccc43)n2N)cc1 | -5 | 0.14 | 25 | 0.4 | -19 | 0.9 | -2 | 1.2 | 58*
Cc1cccc(N=C2N=C(N)c3ccccc32)c1 | 6 | 0.19 | -19 | 0.7 | 6 | 1 | -1 | 0.9 | 25
COc1ccc(-c2c(NC(=O)C(C)C)n(C)c3ccccc3c2=O)cc1 | 3 | 0.22 | -11 | 0.5 | 35 | 0.9 | -7 | 0.6 | 47
CCOC(=O)Nc1ccc(OC)cc1S(=O)(=O)N1CCCCC1 | 3 | -0.96 | -4 | 0.4 | -8 | 0.9 | -2 | 1.1 | 63*
COc1ccc(COC(=O)c2nc3nc(C)cc(C)n3n2)cc1F | 0 | -0.89 | 12 | 0.6 | -13 | 1.1 | 8 | 1.1 | 36
Cc1ccc(C(=O)NCCN(C)C)c(C)c1 | -4 | 0.21 | -8 | 1 | -7 | 1.2 | -5 | 1.1 | 1
Cc1cccc(NC(=O)c2cc(S(=O)(=O)c3ccccc3)ccc2Cl)c1 | -14 | -0.23 | 4 | 0.2 | 94* | 1.5 | 8 | 0.1 | 80*
CC1(C)CC(=O)C2=C(C1)NC(=O)CC2C(=O)NCc1ccc(F)cc1 (stereo not drawn) | -1 | / | 1 | 0.9 | -9 | 1.1 | 7 | 1.1 | 5

A section of the results above, as a working copy:
SMILES | E coli WT exp | PTK2B oligo ant | PostGolgi yeast | CYP2C19 act | CYP2C9 inhib | PLAP act | EphB4 antag | CYP2C9 activ | CYP2C19 inh
Cc1cccc(NC(=O)c2cc(S(=O)(=O)c3ccccc3)ccc2Cl)c1 | -14 | -0.23 | 4 | 0.2 | 94* | 1.5 | 8 | 0.1 | 80*
CC1(C)CC(=O)C2=C(C1)NC(=O)CC2C(=O)NCc1ccc(F)cc1 (stereo not drawn) | -1 | / | 1 | 0.9 | -9 | 1.1 | 7 | 1.1 | 5

Entries listed so far shown as hits in EphB4 antag.
mol,PTK2B oligo ant,CYP2C19 act,CYP2C9 inhib,PLAP act,EphB4 antag,CYP2C9 activ,CYP2C19 inh
CC(C)CC(=O)NC(=S)NCCc1ccccc1,-1.1,0.7,36,0.8,16*,0.6,34

The list goes on.
SMILES | E coli WT exp | PTK2B oligo ant | PostGolgi yeast | CYP2C19 act | CYP2C9 inhib | PLAP act | EphB4 antag | CYP2C9 activ | CYP2C19 inh
COc1ccc(CNC(=O)CN2CCC(C(=O)c3ccc(OC)cc3)CC2)cc1 | 1 | 0.17 | -4 | 0.4 | 70* | 1.6 | 2 | 0.3 | 63*
Cc1cc(-c2nnc(SCc3cccnc3)o2)no1 | 0 | 0.41 | 8 | 0.6 | 28 | 1.1 | -3 | 0.7 | 38
COCCNc1nc(SCc2ccccc2)nc2sc3c(c12)CCC3 | -14 | -0.44 | 1 | 0.7 | 40 | 1 | -6 | 0.6 | 28
Cc1ccc(/C=C2\SC(=S)N(c3c(C)n(C)n(-c4ccccc4)c3=O)C2=O)cc1 | -3 | -0.33 | 2 | 0.7 | 38 | 1.7 | 2 | 0.6 | 34
O=c1cc(-c2ccccc2)[nH]n1-c1ccc([N+](=O)[O-])cc1 | 20 | -0.68 | 1 | 0.8 | 6 | 0.9 | 3 | 0.9 | 17
COCc1cc(C)nc(NC2CCCCC2)c1C#N | 17 | -0.07 | -3 | 1 | 4 | 1.1 | -8 | 1 | -4
Cc1ccc(S(=O)(=O)Cc2ccc(C(=O)N3CCN(c4ccccn4)CC3)o2)cc1 | -1 | / | 0 | 0.9 | 70* | 1 | -4 | 0.3 | 11
CC1(C)CC(=O)CC(=Nc2ccc(C(=O)O)cc2)C1 | -4 | 0.27 | 5 | 1.1 | -12 | 0.9 | -1 | 1.1 | -10
